UPR CHOP act: apoptotic UPR (CHOP) activation. 0.34% of 330,000 active. activation, % at 10 µM. CHO-CHOP luciferase reporter, luminescence; percent of tunicamycin response over DMSO baseline;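 active means at 10 µM dose, activation of 40% or more, normalized to positive control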;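 further: 100% = tunicamycin at 10 µg/mL and 0% = DMSO alone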
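Dosing – one dose, 10 µM in 0.5% DMSO · System – CHO-CHOP cells, stable luciferase reporter of PERK-eIF2a-CHOP signalling · Input – 500 cells/well · Control set – tunicamycin 10 µg/mL final as positive, DMSO-only wells as negative · Timing – 6 h compound treatment, 37 °C · Measure – % activation vs tunicamycin · Technique – luminescence read with Steady-Glo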
tim10-1 inh: tim10-1 yeast growth inhibition. inhibition, % at 20 µM. S. cerevisiae tim10-1 ts strain growth, BacTiter-Glo, 24 h. 2.2% of 330,000 active. AID 463190;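 active means inhibition of at least 40%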;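 further: mutant grown at 25 °C; 0% = DMSO wells with yeast and 100% = wells holding no yeast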
Mdm2-MdmX inh: disrupts the human Mdm2-MdmX interaction. AID 485346. 3% of 330,000 active. inhibition, % at 8 µM. SaOS-2 split-luciferase Mdm2/MdmX complementation, luminescence;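 active means inhibition of at least 50% at 8 µM in the primary screen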
APJ ag: APJ receptor agonism | AID 2520 | activation, % at 20 µM | P35414 | CHO-K1 APJ PathHunter beta-arrestin, luminescence; 0% DMSO wells, 100% apelin | 0.11% of 330,000 active;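 active means activation more than six SD over the plate average, tested at 20 µM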;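 further: 0% = DMSO alone and 100% = apelin-13 at 10 nM; some results filed as inactive read as strong as hits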
Target sequence (P35414 whole entry, looked up): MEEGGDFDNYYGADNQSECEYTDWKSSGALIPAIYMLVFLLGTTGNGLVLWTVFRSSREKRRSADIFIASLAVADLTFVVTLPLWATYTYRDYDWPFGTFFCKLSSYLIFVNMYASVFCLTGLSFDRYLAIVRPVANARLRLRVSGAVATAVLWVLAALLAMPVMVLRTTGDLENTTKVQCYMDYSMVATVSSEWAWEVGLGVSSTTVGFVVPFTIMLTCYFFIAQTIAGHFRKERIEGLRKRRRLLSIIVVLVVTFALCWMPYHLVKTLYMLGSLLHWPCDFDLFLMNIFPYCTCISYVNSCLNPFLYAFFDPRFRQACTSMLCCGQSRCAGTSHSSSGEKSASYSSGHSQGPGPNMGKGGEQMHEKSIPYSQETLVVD
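Test system – PathHunter CHO-K1 APJ (AGTRL-1) beta-arrestin reporter cells · Input – 1000 cells/well · Compound – single test compound dose, 20 µM final, 1% DMSO · Times – compound stimulation 90 min at 25 °C, detection 60 min · Technique – beta-gal luminescence · Read-out basis – APJ–arrestin association signal · Control set – negative DMSO alone, positive Apelin-13 at 10 nM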
XBP1 UPR activ: adaptive UPR (XBP1) activation. CHO-XBP1 luciferase reporter, IRE1-XBP1 UPR activation, luminescence; percent of tunicamycin response, DMSO as zero. activation, % at 20 µM. 0.33% of 330,000 active;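 active means versus positive control, 20 µM dose yields 30% or more activation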;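 further: 100% = tunicamycin at 10 µg/mL and 0% = DMSO only wells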
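Assay system: CHO-XBP1 luciferase reporter cells; Schedule: 6 h treatment, 37 °C; Detection: glow luminescence from Steady-Glo reagent; Benchmarks: high control tunicamycin 10 µg/mL final, low control DMSO vehicle only.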
CXCR6 block: blocks human CXCR6 beta-arrestin recruitment; O00574; inhibition, % at 20 µM; 0.36% of 360,000 active; AID 602244; CHO-K1 PathHunter CXCR6 beta-arrestin, luminescence; in the data active means inhibition above about 34%, passing the limit was not always enough;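 further: antagonist mode with CXCL16 agonist at 10 nM final; 0% = 10 nM CXCL16 with DMSO and 100% = unstimulated wells without agonist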
Target sequence (O00574 whole entry, looked up): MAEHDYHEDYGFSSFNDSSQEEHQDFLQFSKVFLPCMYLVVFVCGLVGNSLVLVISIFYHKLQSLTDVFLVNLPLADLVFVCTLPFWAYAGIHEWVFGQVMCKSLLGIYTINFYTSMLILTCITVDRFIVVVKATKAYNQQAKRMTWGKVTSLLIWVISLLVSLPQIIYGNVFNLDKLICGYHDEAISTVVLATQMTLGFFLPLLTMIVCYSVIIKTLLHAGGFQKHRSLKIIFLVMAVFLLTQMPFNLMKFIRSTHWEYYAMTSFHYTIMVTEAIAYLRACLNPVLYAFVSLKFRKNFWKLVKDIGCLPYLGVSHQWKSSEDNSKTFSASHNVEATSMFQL
APJ antag: antagonists of human APJ apelin receptor | P35414 | CHO-K1 APJ beta-arrestin complementation, luminescence | inhibition, % at 20 µM | 0.32% of 330,000 active | AID 2521;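 active means inhibition above about 40% at 20 µM, limit read from the data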;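 further: cells challenged with 10 nM apelin-13 agonist together with compound; plate controls were apelin-13 plus DMSO wells for no effect and DMSO wells lacking apelin-13 for full effect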
tim23-1 inh: inhibits growth of tim23-1 mutant yeast; 1.3% of 330,000 active; AID 463212; S. cerevisiae tim23-1 growth, BacTiter-Glo luminescence, 24 h; inhibition, % at 20 µM;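 active means growth inhibition of the mutant yeast at or above 50%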;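 further: temperature-sensitive mutant grown at 25 °C; plate controls were DMSO-treated mutant yeast for no effect and medium wells lacking yeast for full effect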
TIM10 inh: inhibits growth of TIM10 yeast strain | S. cerevisiae TIM10 strain growth, BacTiter-Glo luminescence, 24 h | inhibition, % at 10 µM | 1.4% of 330,000 active;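 active means inhibition of 40% or more at the single tested concentration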;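 further: wild-type TIM10 isogenic control strain grown at permissive 25 °C; 0% = DMSO yeast wells and 100% = minimal medium wells without yeast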
* marks the source's active call; other numbers are inactive results; . = not tested or not shown. The list is partial, so the mix of outcomes need not match the whole.

SMILES	UPR CHOP act	tim10-1 inh	Mdm2-MdmX inh	APJ ag	XBP1 UPR activ	CXCR6 block	APJ antag	tim23-1 inh	TIM10 inh
Cc1ccc(S(=O)(=O)N2CCC(=O)N(CCOCc3ccccc3C)CC2)cc1	-0.2	11	10	10	-1	-4	3	-9	1
COc1ccc(-c2cc(-c3ccc(Cl)cc3)c(C#N)c(SCC(=O)O)n2)cc1	-0.8	24	8	-2	-2	-2	-28	31	5
Cc1ccc(NC(=O)CCC(=O)NNC(=O)c2ccccc2Cl)c(C)c1	1.1	9	6	0	4	5	13	-15	7
O=C(NNc1nc2cc3c(cc2s1)OCCO3)c1ccccc1	5.3	-4	-12	0	5	-1	-5	15	19
O=C(NC1CCSc2ccccc21)c1cccc(OC(F)F)c1 (stereo not drawn)	1.9	13	-30	1	0	0	-21	31	-9
Cc1cc(NC(=O)c2cccc(S(=O)(=O)N3CCCCCC3)c2)n(-c2ccccn2)n1	2.7	11	-1	-1	0	3	11	7	18
Cc1ccc(C(=O)Cn2cnc3ccccc3c2=O)cc1	4.7	1	-40	-2	1	2	2	46	14
Cn1c2ccccc2c(=O)c2ccc(-c3ccc4c(c3)OCO4)cc21	1.2	2	-140	2	2	1	1	5	4
Cc1ccc(C2C(/C=C3/SC(=S)NC3=O)=C(c3cccs3)Oc3ccccc32)cc1 (stereo not drawn)	3.2	27	43	-7	2	30	22	23	17
C=C(C)C(=O)Nc1cccc(C2=NOC3(C2)C[C@@H](C(N)=O)N(C(=O)c2cc([N+](=O)[O-])cc([N+](=O)[O-])c2)C3)c1 (stereo partly drawn)	-1.0	4	-5	16	0	-18	-147	3	-3
COc1cccc(-n2c(=O)[nH]cc(C(=O)Nc3ccc(NC(C)=O)cc3)c2=O)c1	1.6	9	-5	-2	-1	-12	8	9	0
COc1ccc(NS(=O)(=O)c2coc(C(N)=O)c2)cc1Cl	0.4	-18	9	-2	-1	-4	-49	11	5
Cc1cccc(-c2oc3ccc(-c4ccc5c(c4)OCO5)cc3c2C(=O)OCc2ccc(O)cc2)c1	4.5	-6	35	1	10	0	-2	3	-3
CCOc1cc(/C=N/NC(=O)CSc2nnc(C)s2)ccc1OCc1ccccc1Cl	-0.7	8	5	1	-3	-14	-14	6	18
CCCn1c(C(O)c2ccc(OC)cc2)nc2ccccc21 (stereo not drawn)	-0.4	33	19	0	-1	1	1	17	1
CCOC(=O)/C(C#N)=C/c1ccc(-c2ccsc2C(=O)OC)o1	4.9	19	-23	-1	3	5	-2	-24	-26
CNC[C@H]1Oc2c(NS(=O)(=O)c3ccc(OC)cc3)cccc2C(=O)N([C@H](C)CO)C[C@@H]1C	0.6	2	-6	-3	1	1	1	14	-3
COCCNC(=O)C1CCC(=O)N(c2ccc(OC)cc2)C1c1ccc(OC)c(OC)c1 (stereo not drawn)	0.0	0	-25	0	0	-4	0	7	0
CCOc1ccc2nc(SCC(=O)NCc3ccc(OC)c(OC)c3)[nH]c2c1	-1.0	7	3	-2	1	-9	-7	14	-8
CCc1c(C)c(C#N)c2nc3ccccc3n2c1NCCN(C)C	0.6	63*	-7	-1	-2	2	-9	59*	58*
CCOC(=O)C1=C(C)NC(=O)NC1c1ccc(OC(C)C(=O)O)c(OC)c1 (stereo not drawn)	-2.4	11	23	1	-1	1	5	-7	1
CC(C)CCN(C(=O)CCSc1ccc(F)cc1)c1c(N)n(Cc2ccccc2)c(=O)[nH]c1=O	-0.3	-21	14	-7	1	-3	-3	-11	-7
O=C(/N=C1\NC(=O)C(F)(C(F)(F)F)S1)NC1CCCCC1 (stereo not drawn)	0.1	7	18	-4	-1	2	19	12	13
Cc1cccc2c(C(=O)Nc3ccc(Br)cc3)cc(-c3ccccn3)nc12	11	13	26	5	4	-7	-16	-4	-30
O=C(CNC(=O)c1cccc(Br)c1)N/N=C/c1cn[nH]c1-c1ccccc1	-1.2	9	-25	-8	0	-6	2	11	1
Cc1cc(C)c2c(n1)SCC(=O)N2CC(=O)Nc1ccc(C)c(C)c1	-1.0	9	-3	-2	-3	1	19	9	2
COc1ccc(Cc2cnc(N)s2)cc1	1.4	4	3	-2	-2	-4	-6	-3	12
CC(=O)Nc1ccccc1OC(=O)N1CCOCC1	0.6	-4	20	-3	-2	4	6	0	-17
O=C(COC(=O)c1c[nH]c(=O)[nH]c1=O)Nc1cccc([N+](=O)[O-])c1	-0.4	4	28	-5	-2	11	1	11	6
NNC(=S)Nc1ccc(S(=O)(=O)N2CCOCC2)cc1	-1.4	16	-11	2	-4	-20	-28	16	-1

Whole records, looked up by structure. Values in the order: UPR CHOP act | tim10-1 inh | Mdm2-MdmX inh | APJ ag | XBP1 UPR activ | CXCR6 block | APJ antag | tim23-1 inh | TIM10 inh
Profile of CCOC(=O)C1=C(C)NC(=O)NC1c1ccc(OC(C)C(=O)O)c(OC)c1 (stereo not drawn) : -2.4 | 11 | 23 | 1 | -1 | 1 | 5 | -7 | 1
Profile of Cc1ccc(S(=O)(=O)N2CCC(=O)N(CCOCc3ccccc3C)CC2)cc1 : -0.2 | 11 | 10 | 10 | -1 | -4 | 3 | -9 | 1
Profile of O=C(COC(=O)c1c[nH]c(=O)[nH]c1=O)Nc1cccc([N+](=O)[O-])c1 : -0.4 | 4 | 28 | -5 | -2 | 11 | 1 | 11 | 6
Profile of CCOc1ccc2nc(SCC(=O)NCc3ccc(OC)c(OC)c3)[nH]c2c1 : -1.0 | 7 | 3 | -2 | 1 | -9 | -7 | 14 | -8
Profile of COc1ccc(NS(=O)(=O)c2coc(C(N)=O)c2)cc1Cl : 0.4 | -18 | 9 | -2 | -1 | -4 | -49 | 11 | 5

Additional compounds follow.
SMILES	UPR CHOP act	tim10-1 inh	Mdm2-MdmX inh	APJ ag	XBP1 UPR activ	CXCR6 block	APJ antag	tim23-1 inh	TIM10 inh
Cc1cc(C)c2c(=O)[nH]c(SCC(=O)Nc3ccc(N(C)C)cc3)nc2n1	-1.2	14	13	-2	-1	-6	2	11	-2
O=[N+]([O-])c1cc(S(=O)(=O)c2ccc(N3CCCCC3)c([N+](=O)[O-])c2)ccc1N1CCCCC1	2.1	-3	2	6	-1	14	-12	25	9
CC(/C=C(\NC(=O)c1ccccc1)C(=O)N=Nc1c(O)[nH]c2ccc(C)cc12)=C\c1ccccc1	-0.4	13	64*	-5	-3	19	22	19	20
Cn1c(=O)oc2cc(S(=O)(=O)Nc3ccccc3O)ccc21	-2.6	-16	-35	2	-4	-12	-20	-11	-14
COc1ccc(N2CCN(C(=O)COc3ncnc4ccccc34)CC2)cc1	-0.3	23	-14	1	-1	-3	9	11	9
CCC(C)(C)NC(=O)C(c1ccco1)N(C(=O)c1csnn1)c1cccc(F)c1 (stereo not drawn)	-1.8	24	-1	-5	0	4	-14	20	6
COc1ccc(C(=O)CSc2nnc(NC(=O)C3CC(=O)N(c4cccc(OC)c4)C3)s2)cc1 (stereo not drawn)	3.1	5	-12	-1	0	-3	-5	-6	2
Cc1ccc(CNC(=O)C2CCN(S(=O)(=O)N3CCOCC3)CC2)cc1	-0.9	9	-1	-4	-2	-5	24	3	-11
Cc1cccc(C(=O)NNC(=O)c2cccc(C)c2)c1	3.3	2	33	0	-1	-7	-8	7	6
CCN(CC)c1ccc(/C=N/NC(=O)Nc2ccccc2)cc1	6.1	11	-147	-5	6	-5	9	39	17
COc1cccc(NC(=O)C2CCN(S(=O)(=O)c3ccccc3)CC2)c1	2.9	7	0	-3	-2	-4	8	9	-1
O=C(O)CSCC(=O)N1CCc2c([nH]c3ccccc23)C1C(F)(F)F (stereo not drawn)	-0.4	7	4	-1	6	1	-10	9	-10
CCOC(=O)c1cc(-c2ccc(F)cc2)nc2c1c(=O)[nH]c(=O)n2Cc1ccccc1	2.1	2	28	0	4	-4	9	-14	3
NNC(=O)c1c[nH]c2ccc(OCc3ccccc3)cc12	-2.1	26	-5	-2	-2	-8	4	28	6
COc1ccccc1/C=N/NC(=O)CC(=O)NCCc1ccccc1	1.1	3	3	0	0	4	3	14	9
CCOC(=O)c1sc(=S)n(-c2ccc(C)cc2)c1N	-1.1	7	-16	-6	3	1	7	12	-11
O=C(NCc1cccs1)C1CC(=O)N(C2CCCC2)C1 (stereo not drawn)	-0.2	-19	19	-2	-5	7	1	-7	-6
CCOCCn1c(CN2CCN(C(=O)c3ccco3)CC2)nc2c1c(=O)n(C)c(=O)n2C	-0.9	-1	6	-2	4	-2	2	2	0
COc1ccc(-n2nnnc2SCC(=O)Nc2ccccc2N2CCOCC2)cc1	-1.7	26	2	-2	-1	0	-11	17	9
O=C(CN1C(=O)c2cccc([N+](=O)[O-])c2C1=O)NNC(=O)c1ccc(F)cc1	1.5	-12	14	-2	-3	-5	-5	-11	-4
COC(=O)Cn1cnc(C(=O)Nc2ccc(C)c(C)c2)n1	4.9	-1	26	.	5	1	.	38	-12
O=C(O)CSc1nnc(-c2ccncc2)n1CCc1ccccc1	0.9	14	-9	-1	2	2	30	-6	-18
O=C(/C=C/c1ccccc1Cl)NCCCn1ccnc1	3.8	12	8	-3	-2	-4	3	10	-15
C[C@H](CO)N1C[C@H](C)[C@@H](CN(C)C(=O)Nc2ccc(C(F)(F)F)cc2)Oc2c(NS(=O)(=O)c3ccccc3)cccc2C1=O	1.7	-5	12	-1	-4	-12	4	-8	4
O=C1/C(=C/c2ccccc2F)SC(=S)N1CCC(=O)N1CCCCC1CCO (stereo not drawn)	0.5	21	61*	1	-4	-4	21	33	25
Cc1ccc(C)c2[nH]c(=O)c(CN(Cc3nnnn3C3CCCCC3)CC3CCCO3)cc12 (stereo not drawn)	3.3	19	3	-4	-2	9	10	1	13
O=c1[nH]ncc(N/N=C\c2cccs2)c1Cl	-0.5	3	12	-2	0	-3	11	-1	8
Cc1ccc(CN2CCN(/N=C/c3cccnc3)CC2)cc1	1.3	7	21	1	-2	-1	2	8	4
O=C(CCc1ccccc1)NN1C(=O)C2C3C=CC(O3)C2C1=O (stereo not drawn)	-1.6	3	9	-4	3	6	-2	-8	-3
O=C(CN1CCN(Cc2ccccc2F)C1=O)NCCN1CCOCC1	0.4	15	-30	-1	-1	4	2	8	-2
O=C(CSc1nc(-c2ccccc2)cs1)Nc1ccccc1[N+](=O)[O-]	0.5	11	-9	-1	0	6	4	7	-7
COC(=O)C1=C(CSc2nc3c(cc2C#N)CN(C)CC3)OC(N)=C(C#N)C1c1ccc(F)cc1 (stereo not drawn)	0.1	26	26	4	-2	8	-5	12	24
COc1cccc(CN(CC2CCCO2)S(=O)(=O)c2ccc(S(=O)(=O)N(C)C)cc2)c1 (stereo not drawn)	-2.2	29	12	-5	-2	10	9	17	8
Cc1cc(Cl)c(OCCn2ccnc2)c(Br)c1	-0.5	-3	-7	7	-5	-3	3	19	-3
COCCn1c(Cc2ccccc2)nnc1SCC(=O)NC(C)(C)C	0.3	-2	18	1	1	-11	3	4	3
C#CCN1C(C)=C(C(=O)OC)C(c2cccc([N+](=O)[O-])c2)C(C(=O)OCC)=C1C (stereo not drawn)	-1.1	36	-18	-3	-9	7	-2	39	30
CN(CCO)c1cc(N2CCC3(CC2)OCCO3)c2nonc2c1[N+](=O)[O-]	-0.1	-16	1	-2	0	12	24	3	-5
